Screening results as filed in PubChem.
HMGR II inh – E. faecalis class II HMG-CoA reductase inhibition. purified E. faecalis HMGR, NADPH absorbance 340 nm kinetic. inhibition, % at 10 µM. AID 1066. actives 0.41% (n = 190,000);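 active means inhibition above a set limit, the median over all tested compounds plus 3 SD, cut at about 9.5% in these data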;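 further: enzyme runs in reverse so mevalonate oxidation gives rising NADPH absorbance; 0% = complete reaction with DMSO and 100% = background rate lacking mevalonate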
RAM network inh – yeast RAM network inhibition. S. cerevisiae dse1pr::URA3 reporter, 5-FOA growth OD615, 2 d; analog-sensitive cbk1-as2 kinase mutant strain. inhibition, % at 50 µM. actives 1.8% (n = 190,000);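 active means inhibition above a set limit, 3 SD over mean compound inhibition, cut at about 8.4% in these data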;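 further: 0% = DMSO-only wells with no growth and 100% = 10 µM 1-NA-PP1 full growth; inhibition rescues growth on 5-FOA so higher OD means more RAM inhibition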
PPARg SRC-1 ag – PPARgamma-driven SRC-1 recruitment agonism; P37231; PPARgamma-SRC-1 coactivator recruitment biochemical assay; activation, % at 8 µM; actives 0.41% (n = 200,000); AID 631; in the data active means activation above about 19%;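 further: 0% = DMSO and 100% = reference agonist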
Target sequence (P37231 whole entry, looked up): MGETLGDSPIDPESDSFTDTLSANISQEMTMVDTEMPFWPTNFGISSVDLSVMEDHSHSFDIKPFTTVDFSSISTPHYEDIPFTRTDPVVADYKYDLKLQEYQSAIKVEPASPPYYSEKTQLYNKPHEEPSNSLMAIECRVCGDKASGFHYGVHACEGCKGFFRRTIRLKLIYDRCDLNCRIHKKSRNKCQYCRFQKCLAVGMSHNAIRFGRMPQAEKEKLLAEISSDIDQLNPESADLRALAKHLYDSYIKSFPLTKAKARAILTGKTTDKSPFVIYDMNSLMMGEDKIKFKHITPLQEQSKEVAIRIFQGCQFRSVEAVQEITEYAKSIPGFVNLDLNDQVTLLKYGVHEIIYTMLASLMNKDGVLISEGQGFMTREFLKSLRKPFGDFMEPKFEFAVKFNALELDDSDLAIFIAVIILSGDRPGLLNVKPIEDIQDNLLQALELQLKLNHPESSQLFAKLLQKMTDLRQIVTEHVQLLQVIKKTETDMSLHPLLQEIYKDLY
Redox H2O2 prof – compounds producing H2O2 with reducing agent – biochemical, NIH compound library profiling, artefact control for MLSCN library redox annotation, primary screen; AID 878; actives 0.03% (n = 200,000); activation, % at 10 µM; DTT-dependent redox cycling H2O2, phenol red/HRP absorbance; 100% = 100 µM peroxide control, 0% = buffer;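 active means activation of at least 50% relative to the plate's high and low controls in the primary single-dose screen; inactive means activation below 50%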;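 further: compound incubated with DTT at 0.8 mM final as the reducing agent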
TR-FRET SRC-2 ct – flags TR-FRET format artefacts in PPARgamma SRC-2 recruitment agonist screen; TR-FRET ratio at 8 µM; TR-FRET artefact counter-screen; active compounds read high; actives 0.4% (n = 200,000); in the data active means TR-FRET ratio above about 2000; further: inactives centre near 1500; reference of the scale not given here
bIAP inh – intestinal alkaline phosphatase (bovine) inhibition; purified bovine IAP, CDP-star luminescence, 30 min; inhibition, % at 20 µM; 190,000 tested, under 10 active; AID 1019;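 active means over 50% inhibition of intestinal alkaline phosphatase at 20 µM in the single-dose screen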
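Assay system: bovine IAP enzyme; medium: DEA buffer 100 mM, pH 9.8, with MgCl2 1.0 mM, ZnCl2 0.02 mM; doses: 20 µM single dose; incubation: enzyme reaction for 30 min at room temperature; detection: CDP-star luminescence signal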
S1P3 antag – antagonists of human S1P3 receptor. CHO S1P3 NFAT-BLA reporter, FRET fluorescence, antagonist mode. inhibition, % at 4.98 µM. actives 0.27% (n = 170,000). AID 485. Q99500;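 active means inhibition above the plate cutoff, the mean inhibition of test wells on that plate plus 3 SD, cut at about 28% in these data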;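 further: cells challenged with S1P at its EC80 of 0.8 µM; blue over green emission ratio from cleaved BLA substrate after 4 h stimulation; 0% = S1P-stimulated wells and 100% = unstimulated DMSO-only wells; some compounds past the cut are filed as inactive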
PPARg SRC-3 ag – promotes SRC-3 coactivator recruitment by human PPARgamma; P37231; AID 731; actives 0.26% (n = 200,000); biochemical PPARgamma/SRC-3 coactivator recruitment assay; activation, % at 8 µM; in the data active means activation above about 23%;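 further: 0% = DMSO and 100% = reference agonist; some compounds past the cut are filed as inactive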
L major viab – inhibitors of Leishmania major promastigote growth | Leishmania major promastigotes, resazurin fluorescence viability | inhibition, % at 10 µM | actives 9% (n = 200,000) | AID 1063; in the data active means inhibition above about 50%;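 further: promastigotes grown with compound for 44 hours at 28 °C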
PPARg SRC-2 ag – PPARgamma-driven SRC-2 recruitment agonism | P37231 | PPARgamma LBD-SRC-2 recruitment, biochemical | activation, % at 8 µM | actives 0.34% (n = 200,000) | AID 1032; in the data active means activation above about 22%;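 further: 0% = vehicle and 100% = reference agonist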
ROMK primary – modulators of human ROMK potassium channel; B-score at 10 µM; Tet-inducible ROMK, thallium flux fluorescence; actives lie on both sides; actives 2% (n = 130,000);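 active means signal ratio slope over the read window, or its plate-corrected B-score, at least 3 SD from the plate mean, either direction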;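 further: B-score of the F/F0 ratio slope over 7 to 12 s after thallium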
Target sequence (P48048 whole entry, looked up): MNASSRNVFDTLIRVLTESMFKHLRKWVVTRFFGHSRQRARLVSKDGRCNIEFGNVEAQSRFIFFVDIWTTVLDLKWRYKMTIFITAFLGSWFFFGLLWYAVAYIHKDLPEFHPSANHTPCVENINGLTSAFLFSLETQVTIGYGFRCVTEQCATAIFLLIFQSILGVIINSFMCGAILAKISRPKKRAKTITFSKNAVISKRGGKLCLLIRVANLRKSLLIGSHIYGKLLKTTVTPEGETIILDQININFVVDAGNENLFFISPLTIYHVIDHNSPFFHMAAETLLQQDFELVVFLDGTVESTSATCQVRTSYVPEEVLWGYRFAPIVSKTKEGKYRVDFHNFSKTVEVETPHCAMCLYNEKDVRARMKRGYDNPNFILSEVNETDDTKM
An asterisk follows results filed as active; x = no result given.

SMILES	HMGR II inh	RAM network inh	PPARg SRC-1 ag	Redox H2O2 prof	TR-FRET SRC-2 ct	bIAP inh	S1P3 antag	PPARg SRC-3 ag	L major viab	PPARg SRC-2 ag	ROMK primary
CCCC(=O)Nc1cc(Cl)ccc1N1CCN(C(=O)CC)CC1	-1	-0.7	1	0.3	1610	15	3	-7	-1	-7	0.27
Cc1cccn2cc(CNC(=O)C3CCCCC3)nc12	0	1.9	1	-5.6	1496	-21	9	2	-3	1	1
O=C(Nc1nnc(COc2ccc(Cl)cc2)s1)c1ccco1	-5	-0.1	-10	-0.7	1265	6	-14	2	0	2	-0.43
CCS(=O)(=O)N1CCC(C(=O)O)CC1	0	1.8	-1	-2.2	1397	-11	-30	-3	-6	-1	0.0082
Cc1ccc(C)c(N2CCN(C(=O)CCCCn3c(=O)[nH]c4ccccc4c3=O)CC2)c1	-6	2.4	-3	1.9	1508	4	-12	-5	28	-5	-1.5
CSc1cccc(NC(=O)CCCOc2ccc(Cl)cc2Cl)c1	2	11*	3	0.6	1474	16	6	-4	-3	2	0.2
Cc1ccc(CNC(=O)c2cnc(-c3ccccn3)nc2C(F)(F)F)cc1	0	-0.3	1	0.1	1632	-3	x	4	-2	5	0.72
CC(C)(C)c1cc[n+](/C(C(=S)NC2CC2)=C(/[O-])c2ccc(Cl)s2)cc1	0	-0.4	0	0.1	1587	12	x	2	17	1	-0.12
CCOc1ccc(S(=O)(=O)N(C)c2ccc(OCC(=O)NCc3ccc(C(=O)OC)cc3)cc2)cc1	-5	6.6	-2	0.0	1461	-11	2	-4	2	0	-0.052
CCCCc1nc(NCc2ccccc2)c(C#N)c2c1COC(C)(C)C2	-1	0.5	4	0.4	1637	14	x	5	-1	7	0.014
COc1ccc(-c2n[nH]c(C)c2-c2ccc(Cl)cc2)c(O)c1OC	-1	2.1	5	-3.4	1407	13	-27	-5	18	-5	x
O=S1(=O)CCN(Cc2ccc(F)cc2)CC1	0	0.2	1	-0.1	1581	-3	-2	0	-6	2	0.61

Profiles from above.
Entry for `CC(C)(C)c1cc[n+](/C(C(=S)NC2CC2)=C(/[O-])c2ccc(Cl)s2)cc1` : HMGR II inh: 0; RAM network inh: -0.4; PPARg SRC-1 ag: 0; Redox H2O2 prof: 0.1; TR-FRET SRC-2 ct: 1587; bIAP inh: 12; S1P3 antag: x; PPARg SRC-3 ag: 2; L major viab: 17; PPARg SRC-2 ag: 1; ROMK primary: -0.12
Entry for `Cc1cccn2cc(CNC(=O)C3CCCCC3)nc12` : HMGR II inh: 0; RAM network inh: 1.9; PPARg SRC-1 ag: 1; Redox H2O2 prof: -5.6; TR-FRET SRC-2 ct: 1496; bIAP inh: -21; S1P3 antag: 9; PPARg SRC-3 ag: 2; L major viab: -3; PPARg SRC-2 ag: 1; ROMK primary: 1

New compounds follow
SMILES	HMGR II inh	RAM network inh	PPARg SRC-1 ag	Redox H2O2 prof	TR-FRET SRC-2 ct	bIAP inh	S1P3 antag	PPARg SRC-3 ag	L major viab	PPARg SRC-2 ag	ROMK primary
CN(CC(=O)O/N=C(\N)c1ccccn1)S(=O)(=O)c1cc(Cl)ccc1Cl	-5	1.5	5	-0.2	1582	5	x	6	10	4	x
O=C(c1ccccc1)c1c[nH]c2cc3c(cc2c1=O)OCO3	-6	0.4	3	1.6	1537	27	x	9	-6	-6	x
CC(=O)c1nc(N2C(=O)CC(Cc3ccc(C)cc3)C2=O)sc1C (stereo not drawn)	-4	1.6	8	0.2	1498	4	1	3	-6	9	x
CCCc1nn(C)c2c1C(c1ccncc1)C(C#N)=C(N)O2 (stereo not drawn)	-6	-0.8	2	0.1	1587	14	-5	4	17	-7	0.15
O=C(Nc1ccc(CN2CCCCC2)cc1)c1ccc(Br)o1	-6	2.0	0	0.8	1315	7	-7	4	12	-2	x
COC(=O)Cc1c(O)ccn(CCc2c[nH]c3ccccc23)c1=O	2	3.7	3	-0.8	1607	2	4	10	-17	8	-0.33
CC(C)CC(=O)N1CCC(N2CCN(c3ccccc3)CC2)CC1	-6	0.7	2	-3.7	1570	-10	x	-2	90*	4	x
O=C(COC(=O)c1ccccc1Br)NCCC1=CCCCC1	-2	0.1	3	-0.1	1484	-3	-7	0	4	-3	0.015
O=C(Nc1ccccc1F)c1ccc(CNS(=O)(=O)c2cccc(C(F)(F)F)c2)cc1	-7	3.3	7	0.2	1531	12	x	-5	0	2	-0.043
Cc1cc(C)c(NC(=O)CN2C(=O)NC3(CCOc4ccccc43)C2=O)c(C)c1 (stereo not drawn)	0	1.4	4	1.9	1670	-1	x	6	9	5	1.3
CCN1CC(CN(C)Cc2nc(-c3ccc(OC)c4ccccc34)oc2C)CC1=O (stereo not drawn)	-2	-0.1	5	0.3	1410	-5	-17	5	14	-1	-0.78
C=CCn1c(-c2ccccc2)n[nH]c1=S	-1	-0.3	13	1.6	1668	1	x	21	-13	13	0.34

6 compounds drawn at random from those above:
SMILES	HMGR II inh	RAM network inh	PPARg SRC-1 ag	Redox H2O2 prof	TR-FRET SRC-2 ct	bIAP inh	S1P3 antag	PPARg SRC-3 ag	L major viab	PPARg SRC-2 ag	ROMK primary
CN(CC(=O)O/N=C(\N)c1ccccn1)S(=O)(=O)c1cc(Cl)ccc1Cl	-5	1.5	5	-0.2	1582	5	x	6	10	4	x
CC(C)CC(=O)N1CCC(N2CCN(c3ccccc3)CC2)CC1	-6	0.7	2	-3.7	1570	-10	x	-2	90*	4	x
O=S1(=O)CCN(Cc2ccc(F)cc2)CC1	0	0.2	1	-0.1	1581	-3	-2	0	-6	2	0.61
Cc1ccc(C)c(N2CCN(C(=O)CCCCn3c(=O)[nH]c4ccccc4c3=O)CC2)c1	-6	2.4	-3	1.9	1508	4	-12	-5	28	-5	-1.5
O=C(Nc1ccccc1F)c1ccc(CNS(=O)(=O)c2cccc(C(F)(F)F)c2)cc1	-7	3.3	7	0.2	1531	12	x	-5	0	2	-0.043
CC(C)(C)c1cc[n+](/C(C(=S)NC2CC2)=C(/[O-])c2ccc(Cl)s2)cc1	0	-0.4	0	0.1	1587	12	x	2	17	1	-0.12

(continued)
SMILES	HMGR II inh	RAM network inh	PPARg SRC-1 ag	Redox H2O2 prof	TR-FRET SRC-2 ct	bIAP inh	S1P3 antag	PPARg SRC-3 ag	L major viab	PPARg SRC-2 ag	ROMK primary
O=Cc1cn(CCC(=O)O)nc1-c1cccc(Cl)c1	-3	1.0	9	-0.5	1675	4	-6	10	-8	12	0.57
CC(C)(C)C1CCC(=NOC(=O)c2ccc(F)cc2)CC1 (stereo not drawn)	-5	-1.8	-2	-0.3	1680	-1	0	7	-3	-1	-0.081
Fc1ccc(-c2nc3c(Cl)cc(C(F)(F)F)cn3c2Cl)cc1	0	4.6	10	2.3	1693	14	x	11	-7	19	x
COc1ccc(C2C(C(=O)OCC(=O)NC(C)(C)C)CCC(=O)N2c2ccc(C)cc2)cc1OC (stereo not drawn)	-2	1.5	5	0.3	1372	-3	x	-7	-2	-1	0.31
O=C1c2ccc3c4c(ccc(c24)C(=O)N1CCCCO)C(=O)N(CCCCO)C3=O	-1	3.8	10	-0.1	1613	8	-33	3	100*	2	0.17
O=C(COC(=O)c1c2c(nc3ccccc13)CCCC2)c1cccs1	-1	0.8	-8	-4.0	1572	12	x	-3	25	-6	x
CCOC(=O)N1CCN(C(=O)c2cccn3c(=O)c4cc(Br)ccc4nc23)CC1	-2	3.9	7	-0.5	1627	-11	-38	3	-2	-3	-0.78
Cc1cc(NC(=O)C23CCC(C)(C(=O)O2)C3(C)C)no1 (stereo not drawn)	-7	1.2	-5	2.0	1223	8	-2	1	-2	-3	x
Cc1cc([N+](=O)[O-])ccc1-c1ccc(/C=N/NC(=O)Cc2ccccc2)o1	-12	6.4	2	1.2	1686	2	-13	-1	9	4	x
COc1ccc(/C(O)=C2/C(=O)C(=O)N(Cc3cccnc3)C2c2ccccn2)cc1 (stereo not drawn)	-4	-1.3	6	-0.4	1857	2	-8	5	-8	6	-0.097
CCCS(=O)(=O)N1CCCC(C(=O)NCCCN(CC)c2cccc(C)c2)C1 (stereo not drawn)	5	0.8	1	2.4	1524	0	3	5	0	12	x
S=C(Nc1ccccc1Cl)N(Cc1cccnc1)Cc1ccco1	-1	0.2	1	-2.4	1870	-1	1	2	95*	4	-0.31
COc1cc(-c2nnc(SC/C=C/c3ccccc3)n2N)cc(OC)c1OC	-15	-1.2	7	1.7	1618	-4	x	7	16	10	x
Nc1nnc(-c2ccco2)s1	-4	0.8	4	-5.9	1721	-6	-21	13	-2	2	0.38
Cc1cc(C(=O)Nc2sc3c(c2C#N)CCC(C)C3)cs1 (stereo not drawn)	-2	4.5	1	2.9	1398	6	14	-16	-1	-7	-0.093
C/C(=N\NS(=O)(=O)c1cccc([N+](=O)[O-])c1)c1cccnc1	-1	1.0	7	-0.7	1558	1	-1	7	-10	1	0.67
O=c1nc2n(c3ncccc13)CCC2	-5	1.2	-4	1.8	1492	11	-4	4	5	-3	x
COc1cc(C(C[N+](=O)[O-])c2c(N)n(C)c(=O)n(C)c2=O)ccc1O (stereo not drawn)	-6	-0.6	5	-0.9	1677	20	-21	6	73*	0	-0.27
CCOc1ccc(N2C(=O)/C(=C/c3cc(OC)c(OC)c(OC)c3)N(CC(=O)OC)C2=S)cc1	0	4.5	11	-2.8	1702	14	x	6	100*	5	x
O=c1cc(CN2CCCc3ccccc32)nc2sccn12	-5	3.8	-8	-2.4	1293	-9	-13	1	10	-1	-0.98
Cc1cccc(OCCCOc2cccc3cccnc23)c1C	-11	0.1	-7	-4.2	1360	3	x	4	69*	0	x
O=C1CCCC2=C1C(c1ccccc1)NC(=S)N2 (stereo not drawn)	-1	0.9	15	0.6	1483	-4	7	6	-6	2	0.21
COc1ccc(CNC(=O)c2cccc(N(C)C)c2)cc1	2	0.3	2	0.4	1651	7	2	19	-1	-2	x
COc1ccc(-c2cc(C(=O)N(C)Cc3ccccc3)no2)cc1OC	-6	-0.1	2	0.2	1665	3	-20	20	3	-2	1.1
COC(=O)C1=C(C)N(C)C(=O)NC1c1ccsc1 (stereo not drawn)	9	0.1	3	-0.5	1720	7	-16	-3	-2	-1	x
CCc1ccccc1NC(=O)CSc1nnc([C@@H](NC(=O)OC(C)(C)C)C(C)CC)o1 (stereo partly drawn)	0	-0.6	8	1.3	1639	-15	-40	3	1	0	-0.67
O=S1(=O)CCN(Cc2cccc(Cl)c2)CC1	4	1.1	6	-7.5	1588	-9	x	6	-4	1	x
O=C1CN(C(=O)c2cc3ccccc3oc2=O)C(c2ccccc2)c2cc(F)ccc2N1 (stereo not drawn)	2	0.4	-3	-0.1	1614	13	-11	5	-3	3	0.73
Cc1nc(N2CCN(Cc3ccccc3)CC2)nc2c1C(=O)CC(c1ccco1)C2 (stereo not drawn)	0	0.9	4	1.1	1419	-5	21	-2	17	-8	0.00047
COc1ccc(OCCSc2nnc(CCNC(=O)c3ccc(Cl)c(Cl)c3)n2C)cc1	-3	6.2	-1	1.8	1753	4	x	4	-3	2	x
